p53 reactivator – re-activators of mutant p53; H1299 p53-A138V BP100-luciferase reporter, luminescence, 24 h; Potency, µM (top dose mostly 92.2 µM), without a hit: top-dose activity change, positive = activation, most hits filed as activators; actives 0.063% (n = 320,000); AID 504706; note: % of control where 0% means no effect; nearly all actives have a fitted effect of over 45% in size
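p53-null H1299 cells stably carrying temperature-sensitive p53-A138V and a BP100-luciferase reporter were pinned with compounds (4-point, 1:5 series) and held 24 hrs at 37 deg C. Luminescence was read 10 min after detection reagent.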
RORg inh – inhibitors of mouse ROR gamma transcriptional activity | AID 2551 | P51450 | Potency, µM (doses to about 53.6 µM), for inactives: at the highest dose activity change, negative = inhibition, actives largely listed as inhibitors | actives 5.4% (n = 310,000) | Drosophila S2 Gal4-RORgamma UAS-luciferase reporter, 20 h; note: % is set by controls: 0 for no effect and ±100 for the full control effect; nearly all actives have a fitted effect of over 60% in size
Target sequence (P51450 whole entry, looked up, the tested form may be a part): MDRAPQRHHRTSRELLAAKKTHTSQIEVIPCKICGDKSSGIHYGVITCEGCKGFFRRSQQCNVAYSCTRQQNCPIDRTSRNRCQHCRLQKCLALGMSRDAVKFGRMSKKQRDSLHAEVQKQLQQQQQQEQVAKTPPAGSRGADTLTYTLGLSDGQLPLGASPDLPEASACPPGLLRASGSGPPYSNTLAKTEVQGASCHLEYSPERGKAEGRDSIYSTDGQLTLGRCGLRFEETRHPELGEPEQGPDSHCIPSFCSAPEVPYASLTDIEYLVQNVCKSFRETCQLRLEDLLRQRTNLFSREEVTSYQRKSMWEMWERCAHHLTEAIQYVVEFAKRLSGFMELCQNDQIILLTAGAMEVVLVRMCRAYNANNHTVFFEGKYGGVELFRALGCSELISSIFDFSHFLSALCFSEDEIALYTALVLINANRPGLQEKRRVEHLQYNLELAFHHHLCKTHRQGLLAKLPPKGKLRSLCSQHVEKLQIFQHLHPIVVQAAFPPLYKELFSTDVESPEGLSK
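ROR gamma transcriptional activity was tracked as Gal4-UAS luciferase output in stably transfected Drosophila Schneider cells, with compound added 1 hr before 700 uM copper sulfate induction and a 20 hr ambient-temperature incubation.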
Rab9 promoter act – activators of Rab9 promoter | Huh7 Rab9 promoter-luciferase reporter, luminescence, 24 h | Potency, µM (doses to about 9.22 µM), for the others: at the highest dose activation, negative = inhibition, actives largely listed as activators | actives 2.8% (n = 320,000) | AID 485297; note: % of control where 0% means no effect; nearly all actives have a fitted effect of over 60% in size
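Huh7 cells stably carrying Rab9 promoter–luciferase reporter, plated 1500 cells/well, compound added after 2 h and incubated 24 h at 37 °C; luciferase luminescence then read after 10 min with detection reagent.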
MBNL1-CUG inh – blocks human MBNL1 binding to CUG repeat RNA; actives 0.036% (n = 280,000); Potency, µM (top dose mostly 57.5 µM), for inactives: at the top dose activity change, negative = inhibition, usual class: inhibitors; Q9NR56; TR-FRET MBNL1-His/biotin-(CUG)12 binding, 665/545 ratio; active = well fitted inhibition curve with a large enough effect in the signal ratio, with a control signal flat, not every such curve was filed as active; inconclusive = small, poorly fitted or top-dose-only effect, or effect the other way, or a change in a side signal; inactive = no such curve, though single readings can be large or run the other way; the % refers to the signal ratio; note: % is set by controls: 0 for no effect and ±100 for the full control effect
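Compounds (final 92 nM to 58 uM) are added to His-tagged MBNL1 and biotin-(CUG)12, then terbium anti-His antibody and streptavidin-XL665 (5 nM final). After 60 min at room temperature, the 665/545 nm ratio is read.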
FLuc counter – counter-screen for miR-21 project: firefly luciferase inhibitors or activators | Potency, µM (doses to about 57.5 µM), for inactives: at the top dose activity change, negative = inhibition, actives largely listed as inhibitors | actives 6.9% (n = 360,000) | P08659 | purified FLuc, Km substrates, luminescence inhibition;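 note: plate controls were vehicle for no effect and reference inhibitor for full effect; nearly all actives have a fitted effect of over 55% in size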
Target sequence (P08659 whole entry, looked up): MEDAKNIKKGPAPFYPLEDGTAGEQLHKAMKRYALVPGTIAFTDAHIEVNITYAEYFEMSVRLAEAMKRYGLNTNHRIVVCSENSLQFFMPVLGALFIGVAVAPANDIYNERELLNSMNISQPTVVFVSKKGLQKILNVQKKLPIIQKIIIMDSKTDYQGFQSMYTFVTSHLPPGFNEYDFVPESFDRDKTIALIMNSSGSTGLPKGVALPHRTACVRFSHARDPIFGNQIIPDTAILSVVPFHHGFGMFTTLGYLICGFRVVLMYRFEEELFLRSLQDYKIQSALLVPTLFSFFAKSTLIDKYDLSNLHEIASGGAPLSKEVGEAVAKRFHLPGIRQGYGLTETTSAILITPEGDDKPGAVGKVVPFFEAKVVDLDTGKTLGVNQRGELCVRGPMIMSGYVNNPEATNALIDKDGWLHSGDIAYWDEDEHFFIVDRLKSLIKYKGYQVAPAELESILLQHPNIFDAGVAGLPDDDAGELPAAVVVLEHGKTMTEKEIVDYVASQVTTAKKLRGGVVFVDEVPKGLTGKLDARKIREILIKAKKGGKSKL
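Biochemical qHTS of compounds, final roughly 60 µM downward over six points, against 10 nM purified firefly luciferase using Km concentrations of substrates (10 uM D-luciferin, 10 uM ATP) in Tris acetate pH 7.5 buffer; luminescence output.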
ELG1 genotoxic – induces genotoxicity in HEK293T cells with luciferase-tagged ELG1 | HEK293T ELG1-luciferase reporter, luminescence, 16 h | actives 1.3% (n = 330,000) | Potency, µM (top dose mostly 46 µM), without a hit: at the top dose activity change, positive = activation, hits mostly activators; note: % of control where 0% means no effect; nearly all actives have a fitted effect of over 60% in size
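Step 1: seed 2,000 HEK293T ELG1-luciferase cells per well. Step 2: add compound or DMSO, incubate 16 hr at 37 °C. Step 3: ONE-Glo, 30 min at room temperature, read luminescence.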
uPA surface inh – blocks generation of uPA at the cell surface; cell surface uPA generation assay, qHTS; Potency, µM (series often up to 38.3 µM), inactives show top-dose activity change, negative = inhibition, hits mostly inhibitors; actives 0.31% (n = 330,000); AID 540303; active = well fitted inhibition curve with a large enough effect; inconclusive = small, poorly fitted or top-dose-only effect; inactive = no such curve, though single readings can be large or run the other way; tested in mouse RAW 264.7 cells; note: % is set by controls: 0 for no effect and ±100 for the full control effect; nearly all actives have a fitted effect of over 55% in size
VP16 counter – counter-screen for ROR gamma inhibitors: Gal4-VP16 reporter. Potency, µM (top dose mostly 53.6 µM), for the others: top-dose activity, negative = inhibition, most hits filed as inhibitors. actives 3.5% (n = 310,000). Drosophila S2 Gal4-VP16 UAS-luciferase, luminescence, 20 h;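 note: Gal4-VP16 expression switched on by copper sulfate through the metallothionein promoter; % is set by controls: 0 for no effect and ±100 for the full control effect; nearly all actives have a fitted effect of over 50% in size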
NPC1 promoter act – activators of NPC1 promoter; Huh7 NPC1 promoter luciferase reporter, 24 h; Potency, µM (highest dose often 9.22 µM), for the others: top-dose activation, hits mostly activators; actives 2.4% (n = 320,000); AID 485313;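 note: % of control where 0% means no effect; nearly all actives have a fitted effect of over 60% in size; reporter is driven by a mutant NPC1 promoter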
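Readout is luciferase luminescence, reflecting NPC1 promoter activation in stably transfected Huh7 cells after 24 h compound exposure at 37 °C in reduced-serum medium with 10% FBS.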
CXXC DNA block – blocks binding of human MLL CXXC domain to DNA. Q03164. actives 0.037% (n = 290,000). MLL-CXXC / FITC-HOXA9 DNA fluorescence polarization. Potency, µM (doses to about 115 µM), for inactives: at the top dose activity change, negative = inhibition, usual class: inhibitors; active = well fitted inhibition curve with a large enough effect in the polarisation, with a control signal flat, not every such curve was filed as active; inconclusive = small, poorly fitted or top-dose-only effect, or effect the other way, or a change in a side signal; inactive = no such curve, though single readings can be large or run the other way; the % refers to the polarisation
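Steps: dispense CXXC domain solution (7 uM) → pin compounds or unlabeled HOX-A9 DNA control → 5 min ambient → add FLSN-HOX-A9 solution (50 nM) → spin → 30 min ambient → fluorescence polarization. Tris pH 7.5/NaCl/DTT/BSA buffer.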
BRCA1 expr up – BRCA1 expression activation; MCF7-BRCA1-FFLuc reporter, luminescence, 48 h; response scale: scaled: vehicle 0%, 10 µM genistein 100%; Potency, µM (titrated, usually from 46.1 µM), inactives show at the highest dose activation, usual class: activators; actives 1.1% (n = 380,000); AID 624202; note: nearly all actives have a fitted effect of over 80% in size; some results filed as inactive show a strong effect at the top dose
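First, MCF7-BRCA1-FFLuc cells (2000/well) attach for 2 h; next, compounds are pin-added and incubated 48 h at 37 °C; finally, luciferase reagent is added and luminescence read after 15 min.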
* = called active by the depositor; ? = inconclusive; · = no result given; [ ] = another dose, or the depositor's remark. Unless noted, calls come from the whole dose curve; as a rule, active = well fitted curve in the direction sought with a large enough effect; inconclusive = small, poorly fitted or top-dose-only effect, or another doubt; inactive = no such curve, though single readings can be large; an effect the other way counts as inactive or inconclusive. Potency is the fitted concentration of half-maximal effect. Only part of the results is shown (hit frequency here may not be typical).

| canonical_smiles | p53 reactivator | RORg inh | Rab9 promoter act | MBNL1-CUG inh | FLuc counter | ELG1 genotoxic | uPA surface inh | VP16 counter | NPC1 promoter act | CXXC DNA block | BRCA1 expr up |
| --- | --- | --- | --- | --- | --- | --- | --- | --- | --- | --- | --- |
| COc1ccc(S(=O)(=O)N2CCCCC2)cc1NC(=S)Nc1ccccc1 | -3% | -16% | 1% | · | 1% | 0% | 9% | 0% | -3% | 0% | -21% |
| C[C@H](NC(=O)NC1CCCc2ccccc21)C(=O)O (some centres not stated) | 2% | 1% | 7% | -3% | 1% | 1% | -6% | -13% | -1% | -3% | 0% |
| CN1C/C(=C/c2cccnc2)C(=O)/C(=C/c2cccnc2)C1 | -36%[inhibitor] | 5.6µM* | -46%[inhibitor] | -4% | -2% | -14% | -5% | 2.8µM* | -24% | 6% | -103%[inhibitor] |
| O=C(N/N=C\c1cc(Br)cs1)c1ccncc1 | 3% | 1.6µM* | 4% | ? | ? | -6% | -22% | 2.8µM* | -38%[inhibitor] | 18% | -3% |
| CC(C)n1c(N2CCN(C(=O)Nc3ccc(Cl)cc3)CC2)nc2ccccc21 | -1% | -9% | -12% | 9% | -4% | -3% | 2% | 1% | -4% | 0% | 65% |
| COc1ccc(N2C(=O)CC(Nc3ccc(N4CCOCC4)cc3)C2=O)c(OC)c1 (configuration not stated) | 22% | ? | -10% | ? | -2% | -2% | -3% | -2% | 1% | -1% | 0% |
| COc1cccc(N2CC(=O)Nc3c(oc4nc(-c5ccccc5)cc(C)c34)C2=O)c1 | -2% | -6% | -13% | 12% | -4% | 0% | 10% | -11% | -2% | 0% | 3% |
| CCCCN(C(=O)CSc1cc(C)c2ccccc2n1)c1c(N)n(Cc2ccccc2)c(=O)[nH]c1=O | -5% | -35% | -4% | -5% | 3% | -1% | -8% | 1% | -1% | 12% | -43% |
| Cc1ccccc1-c1cc(C(=O)NCc2ccco2)n(CC2CC(c3cccnc3)=NO2)n1 (configuration not stated) | -8% | · | -1% | · | 1% | -7% | ? | · | -3% | · | -47% |
| O=C(CSc1nc(O)cc(=O)n1-c1ccccc1)c1ccc(Br)cc1 | 9% | 33% | -7% | 5% | -3% | 1% | 0% | 3% | -3% | ? | -4% |
| COc1ccc(Cc2c[nH]c(=O)[nH]c2=O)cc1 | -3% | -17% | -4% | -4% | 0% | -1% | 0% | -7% | -1% | 5% | 1% |
| O=C(N/N=C/c1cccc2nccnc12)c1ccccc1O | ? | 2.5µM* | 3% | · | 11µM* | 12% | -1% | 3.2µM* | -7% | 28% | -46% |
| Cc1ccccc1CN1CCCOCCS1(=O)=O | 9% | -2% | 1% | -12% | 1% | -1% | 5% | 1% | -5% | -1% | 5% |
| CCOC(=O)N1CCN(C(=O)CC(C(=O)N2CCc3ccccc32)n2ccnc2)CC1 (configuration not stated) | -22% | ? | -1% | -8% | -4% | 3% | · | 0% | 8% | -12% | -28% |
| CCc1ccc(CNC(=O)C2CCCN(S(=O)(=O)N(CC)c3ccccc3)C2)cc1 (configuration not stated) | 9% | 5% | 1% | 0% | -2% | -5% | 1% | 14% | -3% | -7% | 8% |
| COc1ccc(Cl)c(Cn2c(NCc3ccccn3)nc3c2c(=O)n(C)c(=O)n3C)c1 | -4% | -19% | -1% | 8% | -2% | 1% | -1% | 2% | -1% | 8% | -34% |
| COc1ccc(/C=C/C(=O)OCC(=O)NCCC2=CCCCC2)cc1S(=O)(=O)N1CCOCC1 | -2% | -14% | -2% | 20% | -8% | 2% | -6% | -1% | -8% | -16% | -16% |
| O=C(NCC(=O)N1CC=C(c2ccccc2)CC1)c1ccccc1Br | -43%[inhibitor] | 6% | -2% | -1% | -3% | -15% | -3% | 10% | -5% | -10% | -52% |
| Cc1cc(=O)[nH]c(N/N=C/c2cn(CCC#N)nc2-c2ccccc2)n1 | -1% | 13% | -1% | -1% | 19µM* | 4% | 10% | 3% | -1% | 16% | -9% |
| COc1ccccc1C(NC(=O)C1CCCCC1)c1c(O)ccc2ccccc12 (configuration not stated) | 2% | 20% | -1% | · | 5% | 1% | 5% | -9% | -1% | 14% | -33% |
| Cc1nc(C(=O)N2CCc3c([nH]c4ccccc34)C2c2ccccn2)cs1 (configuration not stated) | 2% | -13% | -3% | ? | -15% | 2% | 1% | 22% | 0% | -15% | -16% |
| COc1ccc(C2(O)C(=O)Nc3ccc(C)cc32)cc1 (configuration not stated) | -2% | -6% | -8%[1.84 µM] | -2% | 0% | 2% | 18% | 1% | 0% | 11% | -11% |
| Cc1cc(OCC(=O)NNC(=O)c2cnccn2)cc(C)c1Cl | · | · | -10% | 10% | 2% | -5% | -20% | · | 0% | -18% | -7% |
| COc1cccc(C(=O)NCCS(=O)(=O)N2CCCCC2)c1 | -1% | · | -2% | · | -1% | 0% | -1% | · | 0% | · | 22% |
| COc1cccc(-c2cc(C(=O)Nc3ccncc3)c3ccccc3n2)c1 | -2% | 0% | -2% | 24% | 17µM* | -13% | 1% | -8% | -1% | 19% | -50% |
| CCCC(CCC(=O)Nc1ccc(C(=O)OCC)cc1)C(=O)O (configuration not stated) | 2% | 34% | -1% | -5% | -2% | -3% | 9% | -1% | -2% | 20% | 0% |
| CCc1c(C)c(C#N)c2nc3ccccc3n2c1NCCOC | 5% | -26% | 1% | ? | -2% | -6% | 7% | -7% | -10% | ? | -22% |
| CCOC(=O)c1ccccc1NC(=O)Cn1c(-c2nonc2N)nc2ccccc21 | · | ? | -13% | -1% | 2% | · | -18% | ? | -10% | 2% | -86% |
| COc1ccc(CN(C)C(=O)c2ccc(Oc3ccccc3)cc2)cc1F | 2% | 18% | -3% | -7% | -8% | -6% | 0% | 17% | 0% | 6% | -33% |
| Cc1ccc(C(c2nnnn2C2CCCC2)N2CCc3ccccc32)cc1 (configuration not stated) | 25% | ? | 10% | -5% | -8% | 0% | -8% | ? | 7% | 4% | -3% |
| O=C(NC1CC1)C1=C[C@H](c2csc3ccccc23)C[C@H](OCc2ccc(CO)cc2)O1 | 0% | ? | -4% | -9% | 2% | -5% | 6% | 26% | 5% | 0% | -10% |
| O=C(Nc1ncc2c(n1)CC(c1ccc(Cl)cc1)CC2=O)c1ccco1 (configuration not stated) | -2% | 16% | -3% | 5% | 1% | -7% | -4% | -14% | 1% | 2% | -5% |
| Fc1ccccc1NC(=S)N(CCN1CCCCC1)Cc1ccco1 | 5% | ? | -3% | -1% | -1% | -17% | -2% | 17% | -8% | -6% | -15% |
| Cc1ccc(S(=O)(=O)Nc2ccc3c(c2)nc2n3CCN(Cc3ccccc3)C2)cc1 | 16% | 22% | 16% | 10% | 0% | -6% | · | -7% | -1% | 16% | -28% |
| CCOc1ccc2ccccc2c1C1NC(=O)NC(C)=C1C(=O)OCCOC (configuration not stated) | -6% | 7% | 0% | 13% | 1% | 0% | 2% | 4% | -4% | -2% | -16% |
| Fc1ccc(NCc2nnc(SCc3nnc(-c4ccccc4)o3)n2Cc2ccccc2)cc1 | -6% | 22% | -7% | -1% | -6% | -15% | 0% | ? | 7% | 5% | -47% |
| CCOC(=O)c1c(NC(=O)COC(=O)Cn2cnc3c2c(=O)n(C)c(=O)n3C)sc(C)c1CC | 9% | · | -2% | · | 1% | 1% | -5% | · | -7% | · | 44% |
| COc1ccc(N2CCN(CCNC(=O)c3ccc4nc5ccccc5c(=O)n4c3)CC2)cc1 | 15% | -3% | -5% | ? | -12% | -8% | -13% | 0% | -6% | 4% | 0% |
| Cc1ccc(N=N/C(=C\O)C(=O)c2ccncc2)cc1 | 8% | -1% | -2% | ? | -16% | 1% | -6% | -9% | 0% | -12% | -42% |
| Cc1ccccc1N(CC(=O)NC1CCCC1)C(=O)C1(C)CC(=O)N=C2C=CC(Cl)=CN21 (configuration not stated) | 3% | 31% | -4% | 5% | -1% | -6% | 1% | -6% | -5% | 6% | -3% |
| O=C(NCCc1ccc(Cl)cc1)Nc1ccc(F)cc1 | 2% | 4% | 19% | 0% | -2% | 0% | 2% | 20%[10 µM] | -3% | -13% | 30% |
| CCN1C(=O)[C@H]2[C@@H](c3ccc(Cl)cc3)N3C(=O)CN(CCOC)C(=O)[C@@]3(Cc3ccccc3)[C@H]2C1=O | · | 6% | -1% | 1% | 8% | 3% | 0% | 1% | -2% | -2% | 2% |
| CCCC1CC(C#N)N(N(C)C)C1=C(C#N)C#N (configuration not stated) | -1% | 5% | -3% | 2% | -1% | 2% | -4% | 2% | 0% | 5% | -11% |
| COC(=O)/C(=C1/Oc2cc3c(cc2S1)OCO3)C(F)(F)F | 13% | 17% | ? | 6% | 1% | 17% | 6% | 15% | 20% | 17% | 61% |

Bioassay records (PubChem BioAssay)
